# Screening data deposited in PubChem BioAssay by several laboratories.
# NPR2 activator – GC-B (human) receptor activation; P20594; HEK293-GC-B cells, CNP EC30, cGMP TR-FRET; 0% at EC30 CNP, 100% saturating CNP; activation, % at 10 µM; 370,000 compounds, 0.11% hits;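 active = activation at 10 µM reaching about 35% in either raw or pattern-adjusted values, limit read from the data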
# ssDAF-12 act – activators of S. stercoralis DAF-12 nuclear receptor; activation, % at 6.8 µM; HEK293 ssDAF-12/GRIP1 lit1-tk-luc reporter, luminescence; % of 3 µM dafachronic acid response; 370,000 compounds, 1% hits;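 active = activation above the mean over all tested compounds plus 3 SD, cut at about 0.9% in these data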;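 note: 0% = DMSO-only wells and 100% = 3 µM delta7-dafachronic acid wells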
# ADAM10 inh – ADAM10 inhibition, QFRET primary screen. inhibition, % at 7 µM. AID 720582. 370,000 compounds, 0.62% hits. O14672. recombinant ADAM10, EDANS/DABCYL FRET peptide cleavage, 3 h;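 active = inhibition above a per-campaign cutoff equal to the mean of compounds falling between control-based bounds plus 3 SD, cut at about 20% in these data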;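 note: 0% = DMSO wells while the 100% control is not disclosed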
# SMARCA2 activ – activators of SMARCA2 function. MG213 cells, MMTV-luciferase reporter, dexamethasone, overnight. 370,000 compounds, 1% hits. activation, % at 9.1 µM. AID 652017; in the data active = activation above about 7.8%;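 note: 0% = vehicle wells and 100% = reference activator wells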
# DAX1 inh-1 – NR0B1 (DAX1) inhibition. P51843. HEK293 Gal4-DAX1 luciferase reporter, luminescence. inhibition, % at 6.75 µM. 340,000 compounds, 0.99% hits. AID 504766;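 active = inhibition above the mean over all tested compounds plus 3 SD, cut at about 4.2% in these data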;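 note: 0% = DAX1-transfected cells with DMSO and 100% = empty-vector control cells with DMSO; inhibition shows as a rise in luminescence from relieved DAX1 repression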
# NPR1 activator – GC-A (human) enzyme activation. 370,000 compounds, 0.14% hits. P16066. activation, % at 10 µM. HEK293 GC-A cells, cGMP TR-FRET, EC30 ANP; 0% at EC30 ANP, 100% saturating ANP; in the data active = activation above about 40%
# Target sequence (P16066 whole entry, looked up): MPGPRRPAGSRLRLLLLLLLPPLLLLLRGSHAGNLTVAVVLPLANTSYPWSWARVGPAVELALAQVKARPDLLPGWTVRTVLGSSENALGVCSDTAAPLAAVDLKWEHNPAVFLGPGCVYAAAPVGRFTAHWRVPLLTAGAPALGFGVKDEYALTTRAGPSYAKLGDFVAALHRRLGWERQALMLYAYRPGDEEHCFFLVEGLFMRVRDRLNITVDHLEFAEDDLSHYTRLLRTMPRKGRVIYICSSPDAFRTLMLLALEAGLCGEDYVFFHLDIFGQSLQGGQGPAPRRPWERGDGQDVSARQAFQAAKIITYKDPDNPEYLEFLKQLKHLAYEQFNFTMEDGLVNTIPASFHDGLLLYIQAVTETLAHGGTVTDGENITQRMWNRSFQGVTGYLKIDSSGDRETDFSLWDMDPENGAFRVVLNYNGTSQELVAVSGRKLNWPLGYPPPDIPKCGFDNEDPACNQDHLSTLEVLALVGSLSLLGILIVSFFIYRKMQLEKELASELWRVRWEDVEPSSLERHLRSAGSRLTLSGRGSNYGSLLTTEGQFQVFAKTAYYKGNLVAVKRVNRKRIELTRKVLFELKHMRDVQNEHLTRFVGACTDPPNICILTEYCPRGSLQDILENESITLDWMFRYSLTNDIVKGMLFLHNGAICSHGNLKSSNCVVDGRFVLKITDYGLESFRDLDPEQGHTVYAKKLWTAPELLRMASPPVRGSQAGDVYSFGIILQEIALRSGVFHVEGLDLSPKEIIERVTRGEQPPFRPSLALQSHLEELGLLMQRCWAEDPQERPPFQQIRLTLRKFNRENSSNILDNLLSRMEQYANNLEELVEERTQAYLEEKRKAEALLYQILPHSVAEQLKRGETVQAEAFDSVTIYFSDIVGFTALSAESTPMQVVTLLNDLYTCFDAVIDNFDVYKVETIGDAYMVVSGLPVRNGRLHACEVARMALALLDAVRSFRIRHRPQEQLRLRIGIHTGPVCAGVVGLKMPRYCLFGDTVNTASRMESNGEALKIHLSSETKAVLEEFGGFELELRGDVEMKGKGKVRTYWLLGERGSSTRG
# DAX1 inh-2 – DAX1 (NR0B1) inhibition, primary screen; inhibition, % at 6.8 µM; AID 652010; 370,000 compounds, 1.1% hits; HEK293T StAR-luciferase reporter, SF-1/DAX-1 repression relief;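 active = inhibition above the mean over all tested compounds plus 3 SD, cut at about 3.6% in these data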;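 note: 0% = DAX-1 cells with DMSO and 100% = cells lacking DAX-1 with DMSO; higher inhibition means more luminescence from relief of DAX-1 repression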
# hcDAF12 agonist – H. contortus DAF-12 activation, primary screen; HEK293 hcDAF-12 lit1-tk-luc reporter, luminescence; 0% DMSO, 100% Δ7-dafachronic acid; activation, % at 6.8 µM; 370,000 compounds, 1.4% hits; AID 652067;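 active = activation above the mean of all tested compounds plus 3 SD, cut at about 5.5% in these data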;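 note: 100% = response to 3 µM Δ7-dafachronic acid high control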
# hgDAF12 agonist – hgDAF-12 agonism, primary luciferase screen | AID 687014 | HEK293 GAL4-hgDAF12 UAS-luciferase reporter, agonist luminescence; normalized to butyrate control | activation, % at 6.8 µM | 370,000 compounds, 1.8% hits;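 active = activation above a cutoff set at the mean of all screened compounds plus 3 SD, cut at about 10% in these data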;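 note: 0% = DMSO wells and 100% = sodium butyrate wells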
# sPLA2-III inh – Inhibits HGIII-sPLA2 liposome hydrolysis, primary screen; Q9NZ20; QFRET BODIPY PC-A2 liposome hydrolysis, fluorescence; inhibition, % at 12.2 µM; 370,000 compounds, 0.56% hits;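 active = inhibition above mean plus 3 SD of compounds lying within the high and low control bounds, cut at about 19% in these data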;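 note: 0% = median of test compound wells and 100% = no enzyme DMSO wells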
# GAA850 FXN act – increases GAA850 frataxin promoter reporter activity. HEK293 lucGAA850 FXN promoter luciferase reporter, 24 h; percent of 10 µM SAHA response. activation, % at 6 µM. 360,000 compounds, 0.56% hits;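 active = activation above the average of all compounds screened plus 3 SD, cutoff fixed separately per campaign, cut at about 7.5% in these data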;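 note: 0% = DMSO wells and 100% = 10 µM SAHA wells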
# * = called active by the depositor; i = inactive; . = not tested or not shown.
SMILES,NPR2 activator,ssDAF-12 act,ADAM10 inh,SMARCA2 activ,DAX1 inh-1,NPR1 activator,DAX1 inh-2,hcDAF12 agonist,hgDAF12 agonist,sPLA2-III inh,GAA850 FXN act
CN(CCC#N)c1ncnc2scc(-c3ccccc3)c12,2,-1.9,3,-1,0.2,1,-0.3,-2.1,-2.6,-2,6.7
CC(C)CN(C(=O)COC(=O)COc1ccc2ccccc2c1)c1c(N)n(Cc2ccccc2)c(=O)[nH]c1=O,-1,-0.5,-6,3,0.2,-7,-1.0,-0.2,1.6,4,-1.3
COc1ccnc(CS(=O)c2nc3cc(C(O)(F)F)ccc3[nH]2)c1OC (stereo not given),0,0.1,-53,0,-0.1,2,-0.1,6.1*,2.8,1,0.8
CCOc1cc(C(=S)N2CCOCC2)ccc1OC(=O)c1ccc(C)cc1,6,-1.0,5,-3,0.0,3,-0.2,0.8,1.8,7,2.6
COC(=O)CSCC(=O)Nc1nnc(-c2ccccc2C)s1,2,-1.5,-4,-4,-1.2,0,-0.8,-3.1,-5.8,5,-0.4
COc1ccc(Cc2nnc(SCC(=O)N(C)c3ccccc3)o2)cc1,0,-0.8,-6,0,0.0,5,-1.0,0.9,1.2,-3,1.0
CCn1nc(C)c(CNC(=O)CC2C(=O)NCCN2CC(C)C)c1C (stereo not given),1,0.0,-25,-1,2.0,0,-0.5,-0.5,1.3,-5,0.5
COc1cccc(NC(=O)C2CCCN(S(=O)(=O)c3ccc(-n4cnnn4)cc3)C2)c1 (stereo not given),-3,-0.7,-2,-2,0.6,-1,-0.4,0.2,0.6,-1,-1.2
O=C(COc1ncnc2ccccc12)NC(=O)NCc1ccccc1,3,-1.4,5,-4,1.4,5,-0.5,0.2,-1.3,4,2.8
COc1ccc(-n2c(SC)nc3sc4c(c3c2=O)CCN(C)C4)cc1,7,-0.8,-7,2,0.4,3,-0.8,-1.3,-0.6,0,2.1
COc1ccc(C2c3sc(=O)[nH]c3SC3C4CCC(C4)C23)cc1OC (stereo not given),2,-1.6,-4,-1,0.3,-3,0.6,-2.4,-0.1,-24,1.6
CCCn1c(/C=N/Nc2nc3ccccc3[nH]2)nc2ccccc21,3,0.5,12,4,-1.8,0,0.8,1.1,5.8,31*,5.1
CSCCC(NC(=O)c1ccccc1Br)C(=O)NNC(=O)c1cc(C)oc1C (stereo not given),2,-0.9,-9,-3,0.2,-3,0.9,-1.0,2.8,-1,-0.1
O=C(COc1ccc2c3c(c(=O)oc2c1)CCC3)NCCCN1CCCC1=O,-5,-1.0,-76,1,0.4,-1,-4.9,-0.4,1.3,6,-1.4
COc1ccc(NS(=O)(=O)c2cccc(C(=O)N3CCN(C(=O)c4ccco4)CC3)c2)cc1,2,-1.1,4,4,-0.1,2,0.1,-0.1,-3.4,-6,-0.5

# Not a retest: 2 of the compounds above.
SMILES,NPR2 activator,ssDAF-12 act,ADAM10 inh,SMARCA2 activ,DAX1 inh-1,NPR1 activator,DAX1 inh-2,hcDAF12 agonist,hgDAF12 agonist,sPLA2-III inh,GAA850 FXN act
O=C(COc1ccc2c3c(c(=O)oc2c1)CCC3)NCCCN1CCCC1=O,-5,-1.0,-76,1,0.4,-1,-4.9,-0.4,1.3,6,-1.4
COc1ccc(NS(=O)(=O)c2cccc(C(=O)N3CCN(C(=O)c4ccco4)CC3)c2)cc1,2,-1.1,4,4,-0.1,2,0.1,-0.1,-3.4,-6,-0.5

# The list goes on:
SMILES,NPR2 activator,ssDAF-12 act,ADAM10 inh,SMARCA2 activ,DAX1 inh-1,NPR1 activator,DAX1 inh-2,hcDAF12 agonist,hgDAF12 agonist,sPLA2-III inh,GAA850 FXN act
OC(c1ccc(Cl)cc1)c1ncc(-c2ccccc2F)[nH]1 (stereo not given),3,-0.7,-11,3,.,4,1.3,0.7,2.0,1,2.4
CCOC(=O)CCSc1nc(C(C)(C)C)cc(C(F)(F)F)c1C#N,4,-1.1,0,4,-1.3,2,-0.3,-1.4,-2.2,-2,3.7
Cc1ccc(N2CC(C(=O)Nc3nnc(SCCC4OCCO4)s3)CC2=O)cc1C (stereo not given),-7,-0.8,-9,-2,0.5,-5,1.2,-0.5,-1.6,-18,-1.6
COc1ccc(-c2c(C)nn3c(N4CCCCCC4)cc(C)nc23)cc1OC,-8,-2.3,-8,-4,-2.5,9,-0.5,-1.3,-6.3,9,1.9
O=[N+]([O-])c1ccccc1S(=O)c1ccccc1[N+](=O)[O-],0,-0.8,-1,-1,.,0,-2.6,-1.6,-3.2,3,.
O=C(CSc1nnc(-c2cc3ccccc3cc2O)n1Cc1ccco1)c1ccc(F)cc1,1,-1.7,12,-5,-1.1,-3,-0.8,-0.6,-2.7,-42,-5.3
Cc1ccc(-n2c(SC/C=C/c3ccccc3)nnc2-c2ccco2)cc1,-7,-1.6,9,-3,.,-6,-0.4,-2.6,-0.6,-14,.
COCCN=c1scc(-c2ccc3c(c2)NC(=O)CO3)n1/N=C(\C)c1ccc(O)cc1,-13,-2.8,4,-5,-5.4,-3,-2.7,-4.1,-3.9,-9,-1.5
CC1CCN(C(=O)COC(=O)c2n[nH]c3ccccc23)CC1,7,-0.6,-6,4,1.6,11,0.7,4.9,9.1,-2,6.3
O=C1N[C@@H](c2ccccc2)COC(=O)[C@H](Cc2ccc(F)cc2)C/C=C\C[C@@H]1CC(=O)N(CCO)Cc1ccccc1,-9,-1.6,15,-2,-0.9,-20,-0.1,-2.1,-1.9,-20,-1.3
Cc1ccccc1-c1nc(CS(=O)(=O)CC(=O)NC(C)c2ccccc2)c(C)o1 (stereo not given),-1,-1.6,-3,-3,-1.0,-2,-0.2,-1.4,-0.7,-22,-2.2
COc1ccc(Cc2nnc(NC(=O)CSc3ccccc3)s2)cc1,7,-1.0,3,-4,-0.1,2,-0.4,-0.5,-1.9,-18,2.2
O=C(CN=C1NC(=O)C(c2ccccc2)(c2ccccc2)N1)NCc1ccc(F)cc1,2,-1.0,0,-3,0.1,2,0.0,0.1,1.1,18,2.5
O=C(OCc1ccc(Br)cc1)c1cccnc1Cl,-4,-0.4,2,-1,-0.5,-1,-0.3,-0.8,3.0,-4,-0.4
Cc1c(C(=O)N/N=C/c2c(O)ccc3ccccc23)nnn1-c1nonc1N,-4,0.3,-3,-1,0.3,2,-0.5,2.8,-2.0,7,1.2
CCc1ccc(N2C(=O)CC(N3CCC(C(=O)OC)CC3)C2=O)cc1 (stereo not given),-2,-0.8,-1,1,-0.1,3,-0.5,-0.9,-1.6,1,-0.9
COC(=O)C(CC(C)C)NC(=O)c1cc(OC)c(OC)c(OC)c1 (stereo not given),-5,-0.3,1,-3,3.2,1,-0.5,-1.9,0.2,-6,-1.1
Cc1ccc2c(C(=O)CN3CCN(C4CCCCC4)CC3)c(C)[nH]c2c1,5,-0.6,-4,-3,0.2,2,0.3,0.8,-1.4,2,0.6
O=C(/C=C/c1c(Cl)nc2ccccn12)N1CCN(c2ccccc2F)CC1,-2,-1.3,-7,2,-0.5,3,0.4,-1.3,-0.5,-3,-0.5
CCCC(=O)Nc1ccc(-c2nc3ncccc3o2)cc1,-3,-1.0,-374,2,3.7,2,0.9,2.5,7.8,-1,6.4
O=C(Nc1ccccc1)c1cc(C2CCCN(C(=O)C3CC3)C2)on1 (stereo not given),-6,-1.1,-4,-2,.,-3,1.7,0.3,-0.9,4,-5.1
CCOC(=O)N1CCN(C(=O)c2cc3sccc3n2C)CC1,-4,-2.1,-12,-3,0.9,1,-0.2,-2.6,-2.3,4,-2.3
Cc1ccc(C(C(=O)NC(C)(C)C)N(CC2CCCO2)C(=O)CCC(=O)Nc2ccccn2)cc1 (stereo not given),1,-0.9,-3,-2,3.4,-3,0.0,-1.2,-1.1,1,-1.2
Cc1ccc(-c2ccc(CN3C(C(C)C)C(=O)N(Cc4cn(CCC5OCCO5)nn4)CCS3(=O)=O)cc2)cc1 (stereo not given),-3,-1.3,-5,-7,-1.5,14,1.1,-0.3,5.5,-9,-1.0
Cc1cccc(CN2CCC(C(=O)Nc3cccc(-c4cccc(F)c4)c3)CC2)n1,-1,-1.0,7,-3,-0.5,0,-0.9,-3.3,-3.5,-18,-0.1
CCN(CC)S(=O)(=O)c1ccc(N2CCN(C)CC2)c(NC(=O)CSCC(=O)Nc2cccc(C)c2)c1,-1,-0.7,7,2,-0.6,-5,0.5,-1.3,-1.4,-30,-0.6
COC(=O)c1cccc(N2C(=O)c3ccccc3S2(=O)=O)c1,1,-1.5,1,5,3.0,4,-1.0,-0.9,1.9,-2,-1.7
Cc1cc(=O)oc2c3c(cc(OCC(=O)NCC4CCC(C(=O)O)CC4)c12)OC(C)(C)CC3 (stereo not given),2,-0.9,i,1,2.4,0,1.3,0.2,-0.9,-2,-1.1
CS(=O)(=O)N1CCC(C(=O)N2CCN(c3ccccc3F)CC2)CC1,1,-1.0,-4,-3,0.0,2,-0.1,0.9,0.6,3,1.0
CCc1ccccc1NC(=O)C1CCCN(S(=O)(=O)c2c(C)noc2C)C1 (stereo not given),-4,-1.3,3,0,-1.5,-3,0.1,0.0,0.7,-1,-2.9
CCCCOC(=O)c1ccc(NC(=O)C(=O)NCCN(CC)CC)cc1,0,-1.3,1,-6,0.6,4,-0.2,-1.5,-0.6,14,2.6
CC(C)OCCCNC(=O)C1CCC(=O)N1C(C)C (stereo not given),1,-1.2,-3,-1,-0.1,6,-0.1,1.6,-3.2,4,0.8
CCCCCC(=O)N/N=C(\C)c1ccc(NC(=O)c2ccco2)cc1,7,-0.8,4,5,0.6,-2,1.1,1.4,9.8,5,0.4
CC1CN(S(=O)(=O)c2cccc(C(=O)NCCC3=CCCCC3)c2)CC(C)O1 (stereo not given),4,-1.3,0,-3,-1.7,2,-1.6,-2.0,-2.1,-6,2.4
Cc1cc(C)cc(NC(=O)C(c2ccccc2)N2CCN(CC(=O)N3CCCC3)CC2)c1 (stereo not given),-19,-0.7,-5,0,1.5,-14,-1.2,1.4,1.6,2,0.0
COCCn1c(SCC(=O)Nc2ccc(F)cc2F)nc2c([nH]c3ccccc32)c1=O,-1,0.8,-4,-3,0.0,5,2.9,4.3,-2.8,10,3.3
COc1ccccc1NC(=O)c1cc2ccccc2nc1C,4,-1.6,1,0,-0.3,-1,-0.2,-1.7,-0.7,7,0.8
O=C(O)c1cc2nc(C3CC3)cc(C(F)(F)F)n2n1,0,-1.5,-5,-5,0.4,0,-0.3,0.2,0.0,-8,-0.3
C1CCC(n2nnnc2CN2CCN(C3CCCC3)CC2)CC1,-7,-1.0,0,2,0.5,1,-0.6,-0.9,0.6,-1,0.4
Cc1cnc(C(=O)OCC(=O)Nc2ccc(C)c(S(=O)(=O)N3CCOCC3)c2)cn1,3,-1.1,-8,-1,-0.3,0,0.2,0.8,1.0,-6,1.2
CNS(=O)(=O)c1cccc(C(=O)OCc2cc(=O)n3cc(Br)ccc3n2)c1,2,0.0,-9,0,-0.3,6,-0.1,-3.1,-1.7,-1,1.6
COc1ccc(OCc2cc(=O)[nH]c3ccccc23)cc1,2,-1.9,6,-1,-0.1,-2,-0.5,-2.5,-3.5,-4,1.2
CCOc1ccccc1N1CCN(C(=O)C2c3ccccc3Oc3ccccc32)CC1,-19,-1.6,7,0,-0.2,-26,-1.5,-1.3,0.4,-3,-2.6

# Hits appear at their usual frequency, and some 6.6% of all compounds hit somewhere here.
